hcDAF12 agonist – H. contortus DAF-12 activation, primary screen | actives 1.4% (n = 370,000) | HEK293 hcDAF-12 lit1-tk-luc reporter, luminescence; 0% DMSO, 100% Δ7-dafachronic acid | activation, % at 6.8 µM | AID 652067;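 active = activation above the mean of all tested compounds plus 3 SD, cut at about 5.5% in these data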;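 also: 100% = response to 3 µM Δ7-dafachronic acid high control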
DAX1 inh-1 – NR0B1 (DAX1) inhibition | P51843 | HEK293 Gal4-DAX1 luciferase reporter, luminescence | inhibition, % at 6.75 µM | AID 504766 | actives 0.99% (n = 340,000);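 active = inhibition above the mean over all tested compounds plus 3 SD, cut at about 4.2% in these data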;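 also: 0% = DAX1-transfected cells with DMSO and 100% = empty-vector control cells with DMSO; inhibition shows as a rise in luminescence from relieved DAX1 repression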
Target sequence (P51843 207-470 limits assumed): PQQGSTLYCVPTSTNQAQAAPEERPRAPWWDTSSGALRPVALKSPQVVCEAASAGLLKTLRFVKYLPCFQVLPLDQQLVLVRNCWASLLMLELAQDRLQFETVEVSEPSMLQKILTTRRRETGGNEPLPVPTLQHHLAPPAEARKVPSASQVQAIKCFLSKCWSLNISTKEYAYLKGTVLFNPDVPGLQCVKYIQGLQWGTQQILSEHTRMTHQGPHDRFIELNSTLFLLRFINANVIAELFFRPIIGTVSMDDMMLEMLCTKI
DAX1 inh-2 – inhibitors of DAX1 repression of SF-1 activated StAR promoter; HEK293T StAR-luciferase reporter, SF-1/DAX-1 repression relief; inhibition, % at 6.8 µM; actives 1.1% (n = 370,000); AID 652010;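 active = inhibition above the mean over all tested compounds plus 3 SD, cut at about 3.6% in these data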;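 also: 0% = DAX-1 cells with DMSO and 100% = cells lacking DAX-1 with DMSO; higher inhibition means more luminescence from relief of DAX-1 repression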
ssDAF-12 act – activates DAF-12 receptor from parasite S. stercoralis; activation, % at 6.8 µM; HEK293 ssDAF-12/GRIP1 lit1-tk-luc reporter, luminescence; % of 3 µM dafachronic acid response; AID 652126; actives 1% (n = 370,000);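 active = activation above the mean over all tested compounds plus 3 SD, cut at about 0.9% in these data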;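 also: 0% = DMSO-only wells and 100% = 3 µM delta7-dafachronic acid wells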
PG9 binder – PG9 antibody binding by small molecule | TR-FRET gp120-PG9 antibody binding | inhibition, % at 6.7 µM | actives 0.43% (n = 360,000); in the data active = inhibition above about 8.5%
SMARCA2 activ – increases SMARCA2 function in MMTV reporter cells; MG213 cells, MMTV-luciferase reporter, dexamethasone, overnight; activation, % at 9.1 µM; actives 1% (n = 370,000); AID 652017; in the data active = activation above about 7.8%;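 also: 0% = vehicle wells and 100% = reference activator wells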
FXN GAA850 act – frataxin GAA850 promoter activation | AID 540364 | actives 0.56% (n = 360,000) | activation, % at 6 µM | HEK293 lucGAA850 FXN promoter luciferase reporter, 24 h; percent of 10 µM SAHA response;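 active = activation above the average of all compounds screened plus 3 SD, cutoff fixed separately per campaign, cut at about 7.5% in these data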;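 also: 0% = DMSO wells and 100% = 10 µM SAHA wells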
NPR1 activator – GC-A (human) enzyme activation. activation, % at 10 µM. P16066. actives 0.14% (n = 370,000). HEK293 GC-A cells, cGMP TR-FRET, EC30 ANP; 0% at EC30 ANP, 100% saturating ANP; in the data active = activation above about 40%
ADAM10 inh – inhibits human ADAM10; recombinant ADAM10, EDANS/DABCYL FRET peptide cleavage, 3 h; inhibition, % at 7 µM; actives 0.62% (n = 370,000); AID 720582;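 active = inhibition above a per-campaign cutoff equal to the mean of compounds falling between control-based bounds plus 3 SD, cut at about 20% in these data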;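 also: 0% = DMSO wells while the 100% control is not disclosed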
Target sequence (O14672 214-748 limits assumed): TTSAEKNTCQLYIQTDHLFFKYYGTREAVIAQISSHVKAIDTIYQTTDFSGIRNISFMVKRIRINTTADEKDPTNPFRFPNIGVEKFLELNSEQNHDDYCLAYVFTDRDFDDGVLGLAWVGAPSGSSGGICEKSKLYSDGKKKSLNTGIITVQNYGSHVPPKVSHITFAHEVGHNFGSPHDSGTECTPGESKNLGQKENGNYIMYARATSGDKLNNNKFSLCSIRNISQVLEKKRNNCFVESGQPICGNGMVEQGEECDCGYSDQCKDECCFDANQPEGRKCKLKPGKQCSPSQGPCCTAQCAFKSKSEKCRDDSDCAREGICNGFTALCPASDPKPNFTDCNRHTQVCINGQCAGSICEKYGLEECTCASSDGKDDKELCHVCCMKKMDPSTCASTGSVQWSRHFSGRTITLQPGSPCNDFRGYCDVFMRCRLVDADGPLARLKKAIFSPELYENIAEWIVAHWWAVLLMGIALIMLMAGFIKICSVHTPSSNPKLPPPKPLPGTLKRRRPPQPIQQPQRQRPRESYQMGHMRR
hgDAF-12 ag – agonists of H. glycines DAF-12 nuclear receptor; actives 1.8% (n = 370,000); activation, % at 6.8 µM; HEK293 GAL4-hgDAF12 UAS-luciferase reporter, agonist luminescence; normalized to butyrate control; AID 687014;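 active = activation above a cutoff set at the mean of all screened compounds plus 3 SD, cut at about 10% in these data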;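 also: 0% = DMSO wells and 100% = sodium butyrate wells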
ADAM17 inh – inhibitors of human ADAM17 | recombinant ADAM17, EDANS/DABCYL FRET peptide cleavage | actives 0.83% (n = 370,000) | AID 720648 | P78536 | inhibition, % at 6.95 µM;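 active = inhibition above the mean of compounds lying between control limits plus 3 SD, set per campaign, cut at about 8.5% in these data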;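 also: 0% = DMSO-only wells as the low control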
Numbers without * were called inactive; . = no result given.

SMILES | hcDAF12 agonist | DAX1 inh-1 | DAX1 inh-2 | ssDAF-12 act | PG9 binder | SMARCA2 activ | FXN GAA850 act | NPR1 activator | ADAM10 inh | hgDAF-12 ag | ADAM17 inh
CCCCN(C(=O)CSc1nc2ccccc2s1)c1c(N)n(CCCC)c(=O)[nH]c1=O | 3.5 | -0.3 | -0.1 | -0.5 | -0.4 | 5 | -2.6 | -4 | -5 | 0.2 | -1
COc1ccc(CN2C[C@@H](CO)O[C@@H](n3cnc4c(N5CCN(c6ccccc6)CC5)ncnc43)C2)cc1 | -1.9 | . | -4.6 | -1.9 | 0.4 | -3 | -2.6 | 2 | 3 | -2.1 | 1
COc1ccc(C2C(C(=O)c3cccs3)=C(O)C(=O)N2CCN2CCOCC2)c(OC)c1 (centres undefined) | 3.4 | 2.6 | 0.2 | -0.9 | 0.6 | -2 | -0.8 | -4 | -44 | 0.6 | -18
N#Cc1ccccc1NC(=O)Nc1cccc(Cl)c1 | 0.0 | 1.0 | -0.5 | -1.1 | 0.0 | 2 | 1.0 | -4 | -27 | 1.9 | -10
COc1ccc(CNCCc2ccccc2)cc1OCC(N)=O | -2.0 | 0.6 | -0.9 | -0.9 | -0.9 | -1 | 0.1 | -8 | 7 | 1.6 | -2
Cc1cc(/C=N/NC(=O)c2ccccc2F)c(C)n1-c1ccccc1 | 4.4 | 3.0 | 2.7 | 0.7 | -1.3 | 4 | 3.9 | -10 | 1 | 14* | -5
O=C(CNC(=O)c1ccccc1F)OCC(=O)N1CCCCC1 | 1.1 | 1.4 | 0.2 | -0.2 | 0.9 | -1 | 1.4 | 2 | 1 | 1.1 | -4
CC(=O)Nc1cc(Cl)c(N=Cc2ccc(O)cc2O)cc1Cl | -0.3 | 0.2 | -0.5 | -1.9 | -2.2 | 1 | -0.4 | 2 | 1 | 1.9 | -1
C#Cc1cccc(NC(=O)c2ccc(Cl)cc2Cl)c1 | 3.5 | 2.2 | 1.7 | -0.1 | -1.7 | 1 | 5.2 | -2 | 12 | 12* | -4
COc1ccc(N2C(=O)C(CC(=O)Nc3ccc(Cl)cc3)N(NC(=O)c3cccc(F)c3)C2=S)cc1 (centres undefined) | -2.4 | 1.1 | 0.2 | -1.4 | 0.0 | 7 | -9.6 | -6 | 13 | -1.8 | 3
CCOC(=O)C1=C(C)OC(N)=C(C#N)C1C1CCCCC1 (centres undefined) | -2.4 | 1.4 | -0.2 | -1.2 | 0.4 | -1 | 1.7 | -3 | 3 | -1.0 | 7
Cc1ccc(NC(=O)CSc2ncnc3ccccc23)cc1S(=O)(=O)N1CCCCC1 | 1.1 | -2.8 | -1.2 | -1.4 | -1.2 | -8 | -0.2 | -2 | -10 | -0.9 | 3
CCCc1cc(N2CCCC(C(=O)Nc3c(OC)cccc3OC)C2)n2ncnc2n1 (centres undefined) | -0.9 | 0.2 | -0.6 | -1.1 | -1.7 | -4 | -1.3 | -6 | 7 | 0.1 | -3
N#CCC(=O)N1CCN(C=O)CC1 | -1.6 | 4.7* | -0.9 | -1.6 | -1.3 | -1 | 1.6 | 4 | -11 | -1.0 | -3
COc1ccc(-c2cc(=O)c3ccc(O)cc3o2)cc1 | 3.1 | 2.6 | 7.8* | -1.0 | 2.9 | 6 | 2.3 | -1 | -280 | 16* | -72
CCCCC(=O)Nc1cccc(NC(=O)CC)c1 | -1.1 | -0.6 | 0.2 | -0.8 | 1.6 | -3 | -1.1 | 7 | 7 | 0.6 | -6
O=C(NN(CC(O)COc1ccccc1)CC(O)COc1ccccc1)c1ccccc1 (centres undefined) | -0.8 | -1.5 | 0.1 | -1.4 | 0.8 | -6 | 1.9 | 3 | 6 | 0.7 | -2
COc1ccc(CCN2CC(C(=O)NCc3nc(C)c(C)s3)CCC2=O)cc1 (centres undefined) | -0.7 | -0.3 | -0.8 | -1.0 | -1.0 | -1 | 0.1 | -4 | -1 | 2.9 | -5
CS(=O)(=O)CCC(C(=O)N1CCOCC1)N1C(=O)c2cc(Cl)c(Cl)cc2C1=O (centres undefined) | -0.3 | 0.5 | 0.0 | -0.9 | -1.0 | -2 | 0.0 | 3 | -3 | 2.9 | -4
C(#CSCc1ccccc1)SCc1ccccc1 | 1.4 | 4.3* | -0.2 | -0.5 | -0.7 | 0 | 2.5 | 1 | -11 | 0.4 | -4
CC(=O)Nc1cc(-c2ccc(N3CCN(C)CC3)cc2)cn2c(-c3cccc(C(C)=O)c3)cnc12 | -2.2 | . | -1.2 | -0.6 | -0.1 | -2 | 1.5 | 1 | -7 | -0.7 | 5
COc1ccccc1-c1nc2n(n1)C(c1ccc(Cl)cc1)C(C(N)=O)=C(C)N2 (centres undefined) | 3.1 | 0.7 | -0.7 | -1.2 | -2.6 | -2 | -1.4 | 2 | -35 | -1.5 | -7
Cc1ccc(NC(=O)C(=O)NN=C2CCCC2)cc1C | -0.5 | 0.5 | 0.4 | -1.3 | -2.5 | 1 | 1.9 | 6 | 8 | 4.8 | 1
COc1ccc(-c2cc(=O)c3c(C)cc(O)cc3o2)cc1 | 6.5* | 1.9 | 5.6* | 1.8* | 2.0 | 2 | 6.5 | -8 | -54 | 12* | -13
OCC(O)C1OCOC(C(O)CO)C1O (centres undefined) | -1.2 | 1.9 | 0.0 | -1.1 | 1.0 | -3 | 3.2 | -2 | -7 | -0.2 | -7
c1ccc2c(CSc3ncnc4nc[nH]c34)cccc2c1 | 0.4 | -0.4 | -1.2 | -1.6 | -1.8 | -2 | -1.2 | 1 | 7 | 2.2 | 2
N/N=C1\CCCc2c1[nH]c1ccc([N+](=O)[O-])cc21 | 1.1 | . | 0.2 | -1.4 | -3.1 | 3 | 0.9 | 4 | -2 | -2.2 | -5
CCCCN1C(=O)C(=O)NC[C@@H]1C(C)CC (some centres undefined) | -0.9 | -0.5 | -0.4 | -1.3 | -0.7 | 1 | 1.1 | 1 | 3 | -1.3 | 0
O=C(CCNC(=O)c1ccccc1)NNC(=O)c1ccccc1Br | -1.0 | 1.1 | 1.8 | -0.7 | 1.6 | -3 | -0.6 | 3 | -9 | 1.0 | -8
COC(=O)c1cc(S(=O)(=O)NCc2cccc(OC)c2)cn1C | 0.5 | 5.3* | 0.2 | -1.3 | -1.9 | -1 | 1.6 | -1 | -12 | 1.6 | -3
O=c1n(-c2ccccc2)c(=O)n2n1CCCC2 | 5.4 | 0.3 | -0.3 | -0.2 | 0.3 | -1 | -1.3 | 2 | -3 | 0.9 | -3
Nc1ccn([C@@H]2O[C@H](C(=O)Nc3ccc(Oc4ccccc4)nc3)[C@@H](O)[C@H]2O)c(=O)n1 | 0.9 | . | 0.6 | -1.0 | 0.6 | -4 | . | 5 | -1 | 0.6 | -5
COc1cccc(C(c2sc3nc(C)nn3c2O)N2CCc3ccccc3C2)c1 (centres undefined) | -0.8 | 0.0 | 0.7 | -0.8 | -2.1 | 1 | -0.6 | 5 | -9 | -2.3 | 0
CCCCOCC1CN(CCCC)S(=O)(=O)c2c(Oc3ccc(F)cc3)cccc2O1 (centres undefined) | -1.1 | . | -0.1 | -0.5 | -0.1 | 2 | . | -3 | -4 | 3.6 | -2
COc1ccc(/C=C/C(=O)NNc2c(F)c(F)cc(F)c2F)cc1OC | -1.8 | -0.7 | -0.5 | -1.4 | -1.7 | -3 | 1.2 | 0 | -36 | -1.2 | -10
O=C(O)c1ccccc1-c1ccccc1C(=O)NCc1ccccc1F | -2.7 | 0.0 | 0.4 | -0.7 | -1.4 | 0 | 1.9 | 4 | 2 | -1.2 | -2
CCCCN(C(=O)c1cc(CC)c(C)s1)c1c(N)n(CC(C)C)c(=O)[nH]c1=O | 0.3 | -0.8 | 0.4 | -0.6 | 0.0 | 1 | 4.0 | 2 | 9 | -2.1 | -2
O=C(CCN1C(=O)c2ccncc2C1=O)Nc1cc(F)ccc1F | -1.1 | 1.4 | 0.6 | -1.4 | 0.6 | -5 | 0.2 | 5 | -6 | 0.3 | -4
COc1ccc(CCNC(=O)C/C(C)=N/NC(=O)Cc2cccc3ccccc23)cc1OC | -1.8 | 0.1 | 0.0 | -1.3 | -2.2 | -1 | 1.1 | -10 | 10 | -1.4 | 0
COc1ccccc1N(C)S(=O)(=O)c1ccc(C(=O)NCC(C)C)cc1 | -0.6 | 0.6 | -0.1 | -1.4 | -0.4 | -5 | -2.8 | -1 | 15 | -1.1 | -1
COCCC(=O)N1CCC(Oc2ccc(C(=O)NCCCC3CCCC3)cc2)CC1 | -2.0 | -0.2 | -4.3 | -1.3 | -2.8 | -4 | -2.7 | 0 | -7 | -4.2 | 4
Cc1ncc(CN2CCCC(C(=O)Nc3ccc(-c4cccc(F)c4)cc3)C2)n1C (centres undefined) | -0.7 | -0.8 | -1.5 | -1.1 | -2.1 | -3 | 1.6 | 1 | 13 | -1.5 | -1
COc1cccc(/C=C2\CC3(OC(=O)c4ccc(F)cc4)CCCN2C3)c1 (centres undefined) | 1.1 | . | 0.9 | -1.1 | . | -1 | . | -6 | 2 | -0.5 | 2
Nc1nc2ccc(C(=O)N3CCCCC3)cc2s1 | 0.1 | -0.1 | -0.4 | -1.1 | -2.2 | -2 | -0.4 | -3 | -1 | 0.2 | -1
CC(C)(C)OC(=O)N[C@@H](C(=O)OC(C)(C)C)c1ccc2ccccc2c1 | 0.0 | -0.8 | -0.6 | -1.3 | 1.2 | -1 | 1.4 | -5 | -4 | -0.1 | -6
COCC(=O)N(Cc1ccco1)c1nnc(C2CCOC2)s1 (centres undefined) | -0.5 | 1.0 | 0.2 | -0.6 | -0.6 | -1 | 0.1 | 1 | -4 | 1.0 | -2

Structures above containing two or more sulfur atoms:
SMILES | hcDAF12 agonist | DAX1 inh-1 | DAX1 inh-2 | ssDAF-12 act | PG9 binder | SMARCA2 activ | FXN GAA850 act | NPR1 activator | ADAM10 inh | hgDAF-12 ag | ADAM17 inh
CCCCN(C(=O)CSc1nc2ccccc2s1)c1c(N)n(CCCC)c(=O)[nH]c1=O | 3.5 | -0.3 | -0.1 | -0.5 | -0.4 | 5 | -2.6 | -4 | -5 | 0.2 | -1
Cc1ccc(NC(=O)CSc2ncnc3ccccc23)cc1S(=O)(=O)N1CCCCC1 | 1.1 | -2.8 | -1.2 | -1.4 | -1.2 | -8 | -0.2 | -2 | -10 | -0.9 | 3
C(#CSCc1ccccc1)SCc1ccccc1 | 1.4 | 4.3* | -0.2 | -0.5 | -0.7 | 0 | 2.5 | 1 | -11 | 0.4 | -4

Quoted from the results shown for reference:
SMILES | hcDAF12 agonist | DAX1 inh-1 | DAX1 inh-2 | ssDAF-12 act | PG9 binder | SMARCA2 activ | FXN GAA850 act | NPR1 activator | ADAM10 inh | hgDAF-12 ag | ADAM17 inh
CC(C)(C)OC(=O)N[C@@H](C(=O)OC(C)(C)C)c1ccc2ccccc2c1 | 0.0 | -0.8 | -0.6 | -1.3 | 1.2 | -1 | 1.4 | -5 | -4 | -0.1 | -6
COCC(=O)N(Cc1ccco1)c1nnc(C2CCOC2)s1 (centres undefined) | -0.5 | 1.0 | 0.2 | -0.6 | -0.6 | -1 | 0.1 | 1 | -4 | 1.0 | -2

Screens (PubChem)

Rows were taken by chance, and some 6.8% of all compounds hit somewhere here.
